ZTA DNA inh – blocks Epstein-Barr virus ZTA, an EBNA-1 counter-screen; inhibition, % at 11 µM; 320,000 compounds, 0.15% hits; ZTA-DNA binding, fluorescence polarization; in the data active = inhibition above about 33%
Target sequence (P03206 whole entry, looked up): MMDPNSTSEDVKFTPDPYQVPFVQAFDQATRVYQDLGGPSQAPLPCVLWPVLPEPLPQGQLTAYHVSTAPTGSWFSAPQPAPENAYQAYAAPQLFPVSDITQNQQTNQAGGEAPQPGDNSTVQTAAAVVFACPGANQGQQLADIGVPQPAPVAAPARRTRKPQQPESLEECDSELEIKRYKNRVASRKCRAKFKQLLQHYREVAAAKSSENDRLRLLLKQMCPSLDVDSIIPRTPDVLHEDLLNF
HCV core dimer – HCV core protein dimerization inhibition; TR-FRET GST/Flag-core106 dimerization, 1536-well; inhibition, % at 5 µM; 300,000 compounds, 0.33% hits; AID 1899;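 active = inhibition above the mean of all tested compounds plus 3 SD, set per screening campaign, cut at about 45% in these data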
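Assay system: GST-tagged and Flag-tagged HCV core protein residues 1-106 / Times: compound-protein-antibody incubation 4 h at 22.5 °C / Signal: time-resolved FRET, ex 340 nm, em 617 and 671 nm / Evaluation: % inhibition based on acceptor/donor emission ratio / Benchmarks: wells lacking GST-core106 and wells with excess unlabelled core106 / Repeats: singlicate, one well per compound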
EBNA-1 inhibitor – blocks EBNA-1 binding to DNA. EBNA-1 DNA binding, fluorescence polarization. inhibition, % at 14.8 µM. 300,000 compounds, 0.34% hits. AID 1950; in the data active = inhibition above about 28%
PP5 inh – PP5 (human) phosphatase inhibition. P53041. purified PP5c, OMFP substrate fluorescence. inhibition, % at 6.7 µM. 320,000 compounds, 0.18% hits. AID 1987;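 active = inhibition above the campaign's mean inhibition across all tested compounds plus 3 SD, cut at about 9.5% in these data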;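 also: 0% = DMSO only and 100% = 100 µM cantharidin control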
Target sequence (P53041 whole entry, looked up): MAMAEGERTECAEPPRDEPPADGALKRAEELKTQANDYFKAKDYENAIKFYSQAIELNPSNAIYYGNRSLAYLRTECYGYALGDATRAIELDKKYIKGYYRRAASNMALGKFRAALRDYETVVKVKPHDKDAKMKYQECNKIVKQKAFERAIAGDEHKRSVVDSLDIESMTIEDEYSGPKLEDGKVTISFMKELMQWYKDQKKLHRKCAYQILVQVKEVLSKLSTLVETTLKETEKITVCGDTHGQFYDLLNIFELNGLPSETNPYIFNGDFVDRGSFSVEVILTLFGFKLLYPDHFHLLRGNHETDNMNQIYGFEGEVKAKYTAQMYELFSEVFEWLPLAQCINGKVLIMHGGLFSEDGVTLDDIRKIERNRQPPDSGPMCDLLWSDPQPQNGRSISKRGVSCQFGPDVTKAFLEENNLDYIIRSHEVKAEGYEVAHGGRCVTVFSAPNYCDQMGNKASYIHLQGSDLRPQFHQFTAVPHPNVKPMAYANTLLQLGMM
PP1 counter – blocks human PP1-alpha phosphatase, a PP5 counter-screen; P62136; purified PP1alpha, OMFP fluorescence; inhibition, % at 6.7 µM; 320,000 compounds, 0.9% hits;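 active = inhibition above the mean inhibition of all tested compounds plus 3 SD, computed separately for each screening campaign, cut at about 15% in these data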
Target sequence (P62136 whole entry, looked up): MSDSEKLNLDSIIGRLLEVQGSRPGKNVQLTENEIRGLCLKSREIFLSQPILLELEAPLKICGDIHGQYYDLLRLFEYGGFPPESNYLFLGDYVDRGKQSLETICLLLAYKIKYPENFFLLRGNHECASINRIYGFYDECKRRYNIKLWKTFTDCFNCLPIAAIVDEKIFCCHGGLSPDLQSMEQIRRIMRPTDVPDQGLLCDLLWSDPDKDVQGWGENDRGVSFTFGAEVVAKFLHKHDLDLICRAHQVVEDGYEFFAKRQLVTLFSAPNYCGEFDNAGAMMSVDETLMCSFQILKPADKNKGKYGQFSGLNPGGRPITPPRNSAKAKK
TPT1 inhibitor – inhibitors of Candida albicans tRNA 2'-phosphotransferase TPT1; recombinant caTPT1, FP RNA substrate dephosphorylation; inhibition, % at 5 µM; 300,000 compounds, 0.81% hits; AID 1962;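 active = inhibition above the mean of all tested compounds plus 3 SD, set per screening campaign, cut at about 24% in these data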;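 also: plate controls were DMSO alone for no effect and ferristatin control at 100 nM for full effect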
Fh CTSL1 inh – counter-screen for PFM18AAP inhibitors: inhibitors of F. hepatica cathepsin L1 | AID 1906 | recombinant F. hepatica cathepsin L1, Z-Leu-Arg-MCA fluorescence | 300,000 compounds, 0.49% hits | inhibition, % at 5.96 µM;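 active = inhibition above the mean of all tested compounds plus 3 SD, set per screening campaign, cut at about 17% in these data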;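 also: 0% = plate median of test compound wells and 100% = 1 µM Z-Phe-Ala-diazomethylketone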
JMJD2C inh – human JMJD2C demethylase inhibition. inhibition, % at 2.35 µM. Q9H3R0. GST-JMJD2C(1-420) H3K9me3 demethylation, DELFIA europium. 330,000 compounds, 0.069% hits;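 active = more than half of a compound's replicate wells show inhibition beyond 50%, single wells judged on their own value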;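 also: signal counts dimethyl H3K9 product captured on neutravidin plate; 0% = median of DMSO wells and 100% = 0.3 times that DMSO median; strong numbers were not always called active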
CR mimetic SO – lowers age-related superoxide in aged yeast cells; S. cerevisiae aged cells, superoxide DHE fluorescence; hits give low values; superoxide response (% of plate mean), % at 10 µM; 330,000 compounds, 0.18% hits; AID 2690;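 active = superoxide response under a set limit, about three screen SD below normal, cut at about 65% in these data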;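 also: yeast aged for seven days with compound at 30 °C before DHE staining; 100% = average MFI of all compound-treated wells on the plate with controls excluded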
* marks the source's active call; other numbers are inactive results; / = not tested or not shown; & = joins results of further samples.

SMILES	ZTA DNA inh	HCV core dimer	EBNA-1 inhibitor	PP5 inh	PP1 counter	TPT1 inhibitor	Fh CTSL1 inh	JMJD2C inh	CR mimetic SO
Cc1ccc(C(=O)c2ccc(C(F)(F)F)cc2)cc1	-7	-24	0	5.0	-2	-6	1	4	97
CCc1nnc(NC(=O)CCC(=O)Nc2ccc(OC)cc2OC)s1	-8	-6	-17	-0.7	-1	3	0	0	102
Cc1cc(C#N)c(C)c(SCc2[nH]nc3c2C(c2ccccc2)C(C#N)=C(N)O3)n1 (configuration not stated)	-20	9	-10	0.7	5	2	1	-296	106
COc1cc(CNCCC2CCOC(C)(C)C2)ccc1O (configuration not stated)	-1	-18	10	-0.6	0	13	-1	15	120
CCOc1ccc(-n2ccnc(SCC(=O)Nc3ccc(OC)cc3OC)c2=O)cc1	-12	-1	9	-1.2	-2	1	4	20	103
COc1ccccc1Oc1ccc(NC(=O)c2ccccc2C)cc1	-8	-3	-10	5.7	0	0	7	1	124
COc1ccc(NC(=O)C(NC(C)=O)C(=O)Nc2ccc(F)cc2)cc1 (configuration not stated)	4	1	-10	0.9	9	1	-2	-23	94
CCOc1ccc(NS(=O)(=O)c2ccc3[nH]cc(C(=O)NCC4CCCO4)c(=O)c3c2)cc1 (configuration not stated)	-9	-1	-2	5.8	-3	2	-5	22	102
NC(=O)c1ccsc1NC(=O)COC(=O)c1cnccn1	-9	/	/	-1.3	2	/	/	-15	126
Cc1ccc(-c2nc(C#N)c(N3CCCCC3)o2)cc1	3	18	9	-0.2	0	-1	6	6	95
CN(Cc1cccc(F)c1)C(=O)c1ccc2c(=O)n3c(nc2c1)CCC3	15	-7	5	1.3	-1	3	0	26	102
C=CCNC(=O)/C(=C/c1ccco1)NC(=O)c1ccc(Br)o1	-9	-10	5	3.2	2	-4	1	26	105
CS(=O)(=O)N(CC(=O)NCc1ccc2c(c1)OCO2)c1ccc(Cl)cc1	11	-6	-3	3.2	-1	0	0	0	100
CCOC(=O)C1=C(COC(=O)/C=C/c2cccc(Cl)c2)NC(=O)NC1C (configuration not stated)	-19	2	-5	1.2	2	1	-2	26	107
NS(=O)(=O)c1ccc(CNC(=O)c2sccc2-c2ccccc2)cc1	5	0	-2	1.4	-3	-2	-4	11	103
c1ccc(CSc2nnc([C@@H]3CCCN3)o2)cc1	9	6	4	0.9	5	-1	1	-1	112
CC(C)OC(=O)c1ccc2nc3ccccc3nc2c1	-10	-31	-18	3.0	0	-4	-13	4	53*
COc1ccc(OCC(=O)Nc2ccccc2C(=O)Nc2ccc(C(=O)O)cc2)cc1	6	-4	3	-2.3	2	2	0	-9	97
O=c1c2ccccc2nnn1Cc1cccc2ccccc12	5	11	5	2.4	-4	-3	0	-5	102
CCC(=O)N1CCc2cc(S(=O)(=O)NC(CC(C)C)C(=O)N3CCc4ccccc43)ccc21 (configuration not stated)	0	1	-9	0.9	-8	-1	1	/	95
CC(=O)NCCn1c(SCc2ccccc2C)nc2ccccc2c1=O	9	4	8	0.9	-4	2	1	-4	97
C[C@@H](NC(=O)c1ncn(C)c1C(=O)N[C@H](C)c1ccccc1)c1ccccc1	-6	/	/	1.1	1	/	/	3	86
CS(=O)(=O)c1ccc(Cl)c(NC(=O)CSC(=S)N2CCCC2)c1	2	0	-10	0.1	0	0	0	0	91
CCOC(=O)NC(Nc1ccc(C)cn1)(C(F)(F)F)C(F)(F)F	0	1	-5	-0.4	-3	2	7	3	101
Cc1ccc(Nc2cc(-n3nc(C)cc3C)ncn2)c(C)c1	3	4	2	-0.1	3	0	2	9	103

Three compounds from above, arranged by molecular weight, falling:
SMILES	ZTA DNA inh	HCV core dimer	EBNA-1 inhibitor	PP5 inh	PP1 counter	TPT1 inhibitor	Fh CTSL1 inh	JMJD2C inh	CR mimetic SO
NS(=O)(=O)c1ccc(CNC(=O)c2sccc2-c2ccccc2)cc1	5	0	-2	1.4	-3	-2	-4	11	103
CC(C)OC(=O)c1ccc2nc3ccccc3nc2c1	-10	-31	-18	3.0	0	-4	-13	4	53*
Cc1ccc(C(=O)c2ccc(C(F)(F)F)cc2)cc1	-7	-24	0	5.0	-2	-6	1	4	97

Following part.
SMILES	ZTA DNA inh	HCV core dimer	EBNA-1 inhibitor	PP5 inh	PP1 counter	TPT1 inhibitor	Fh CTSL1 inh	JMJD2C inh	CR mimetic SO
O=C(Cc1ccccc1)NNC(=S)Nc1ccc(Cl)cc1	13	-7	5	-0.8	-4	-7	0	-1	89
O=C(NNC(=O)c1cc2cc(Br)ccc2oc1=O)c1ccc(O)cc1O	-13	-2	-9	-5.4	4	0	1	8	124
O=C(O)c1ccc2c(c1)OCCOCCOCCOCCOCCO2	8	-5	2	-0.4	-1	-8	1	-13	90
CCCCNCc1cc(Br)c(OCC(=O)N2CCOCC2)c(OC)c1	-5	-5	3	-1.7	-1	2	1	-1	101
Cc1ccnc(Sc2ncccc2[N+](=O)[O-])n1	9	-4	-17	-1.6	2	2	-3	44	123
CCOC(=O)c1cn(CC(=O)Nc2ccc(C)cc2)nn1	9	-1	0	3.2	-6	-3	-2	0	96
O=C(NCc1ccc2c(c1)OCO2)C1CCC(=O)N1C1CCCC1 (configuration not stated)	-9	-4	-8	-1.7	-2	-2	2	-10	103
COc1ccccc1NS(=O)(=O)c1cccc(C(=O)NC2CCN(Cc3ccccc3)CC2)c1	2	-1	-6	-0.2	-2	7	0	0	99
CN(C)c1ncc(S(=O)(=O)c2ccccc2)c(N)n1	15	2	-10	-1.0	0	-1	3	-8	96
O=C(CSc1nnc(-c2ccccc2)c2ccccc12)NCCN1C(=O)CSC1=O	14	/	/	1.3	-4	/	/	/	100
Fc1ccc(C2NC(=S)NC3=C2N2CCC3CC2)cc1 (configuration not stated)	-6	-3	-2	0.5	-4	1	-1	4	101
CCNc1nc2c(c(=O)n(Cc3ccccc3)c(=O)n2C)n1Cc1ccccc1	-13	-2	-1	2.7	0	1	0	2	107
CC(=O)N1CCC(=NNS(=O)(=O)c2ccc(C)c([N+](=O)[O-])c2)CC1	21	0	-3	-0.3	-3	-3	-3	-3	97
CCOC(=O)c1cnc(-c2ccccc2)nc1Oc1ccc(C)cc1	-6	2	-2	3.3	0	0	1	3	109
CSCC[C@H](NS(=O)(=O)c1ccc(C)cc1)C(=O)N1CCC(C(=O)N[C@H](C(=O)O)c2ccccc2)CC1	9	-1	3	0.9	-5	-1	0	/	103
O=C1CCCc2c1nn(-c1ccccc1)[n+]2[O-]	-11	-3	0	-1.1	-7	-2	0	0	79
CCN(C(=O)CSc1nc(C)nc2sc(C)c(C)c12)C1CCS(=O)(=O)C1 (configuration not stated)	7	/	/	-0.8	-3	/	/	2	92
CC(C)CC(=O)NC(=S)NNC(=O)c1ccc(NC(=O)C2CCCCC2)cc1	6	2	-7	1.4	5	0	-5	6	89
CCOc1ccccc1/C=N/NC(=O)c1c(C)nc2ccc(Br)cn12	-18	-5	3	0.3	-1	-1	-1	-1	108
COc1ccc(CNC(=O)CCCn2ncn3c(cc4occc43)c2=O)cc1	3	-4	-5	3.8	-2	0	5	-9	95
CCCCOc1ccc(C(=O)N2CCNC(=O)C2CC(=O)OC(C)C)cc1 (configuration not stated)	10	-6	-6	0.7	-1	-2	-7	1	103
CC(C)COC(=O)C(C#N)c1nc2ccccc2nc1N1CCN(Cc2ccccc2)CC1 (configuration not stated)	-6	8	-6	0.6	6	-3	1	10&17	85
c1ccc(-c2ccccc2OCCCN2CCCCCC2)cc1	10	-11	10	2.6	4	-4	-2	0	92
Nc1nnc(SCC(=O)NC2CCCCC2)n1-c1ccccc1	-4	-6	6	1.6	-7	0	-1	-20	104
Cn1cccc1Cc1nnc(SCC(N)=O)n1-c1ccc(F)cc1	-3	-4	-2	-2.0	-3	-1	-1	-15	88
Next records follow.
SMILES	ZTA DNA inh	HCV core dimer	EBNA-1 inhibitor	PP5 inh	PP1 counter	TPT1 inhibitor	Fh CTSL1 inh	JMJD2C inh	CR mimetic SO
CSCCC(NS(=O)(=O)c1ccc(Cl)cc1)C(=O)OCC(=O)N1CCOCC1 (configuration not stated)	0	-7	-2	-1.2	-6	-3	-9	-8	109
CN(C)CCCN(C(=O)c1sc2ccccc2c1Cl)c1nc2ccc(F)cc2s1	1	-3	-3	3.4	0	0	0	-2	113
CN(C)S(=O)(=O)c1ccc(NC(=O)CSc2nnnn2C)cc1	-4	1	5	-1.2	-3	2	-1	-5	99
O=C(CN1C(=O)c2cccc3cccc1c23)Nc1ccc(S(=O)(=O)N2CCOCC2)cc1	3	-3	-21	-3.6	-1	5	1	12&-6	93
CN(Cc1ccccc1)S(=O)(=O)c1ccc(NC(=O)c2ccccc2C(=O)O)cc1	4	5	-8	1.4	-3	1	0	-8	95
O=C(CNC(=O)COc1ccccc1)NCCc1ccccn1	-1	-2	10	-2.3	-2	-4	-1	5	91
O=C(NCc1cccnc1)c1ccc(COc2ccccc2Cl)cc1	-8	-4	-4	2.5	4	6	-4	8	92
Cc1ccc(N2CN=c3s/c(=C\c4ccccn4)c(=O)n3C2)cc1	-1	0	-1	2.3	-6	4	5	-7	102
CC(C(=O)NCC1CCCO1)N1C(=O)C2C3CC(C(Br)C3Br)C2C1=O (configuration not stated)	-8	-5	8	2.6	-6	-2	-4	14	100
COC(CNC(=O)c1ccc2c(c1)ncn2-c1cc(C)cc(C)c1)OC	8	1	9	-1.1	-5	0	0	5	119
COc1nc(NCCO)nc(Nc2ccc([N+](=O)[O-])cc2)n1	16	-3	3	-0.4	-1	-2	3	-118	89
O=c1[nH]c2cc3c(cc2cc1C(c1nnnn1Cc1ccccc1)N1CCN2CCCC2C1)OCCO3 (configuration not stated)	13	19	-8	2.8	10	12	1	27	90
C/C(=N\NC(=O)C1(C)CC1(Br)Br)c1cccc(NC(=O)C(C)(C)C)c1 (configuration not stated)	3	6	-5	-1.5	-3	-1	4	20	95
COc1cccc2c(N/N=C/c3ccc(O)c(O)c3)cc(C)nc12	-10	3	-3	2.5	0	-1	-3	-11	97
Cc1cc2nc[nH]c2cc1[N+](=O)[O-]	-22	-15	3	1.7	-1	-3	3	6	88
COc1cccc(NC(=S)N2CCc3cc(OC)c(OC)cc3C2COc2ccc3c(C)cc(=O)oc3c2)c1 (configuration not stated)	21	23	5	0.2	1	0	-2	3	78
COc1ccc(C=NCC2OCCc3ccccc32)cc1OC (configuration not stated)	4	-14	3	-1.6	-7	-4	3	-2	94
CCOC(=O)[C@@H]1[C@H]2COc3cc(OC)ccc3[C@H]2N2C(=O)N(c3cccc(Cl)c3)C(=O)[C@]12C	7	4	32*	5.2	6	2	1	8	93
O=C(Nn1c(C2CCCCC2)nc2ccccc2c1=O)c1ccc(Cl)c([N+](=O)[O-])c1	-7	10	-16	-0.8	0	2	0	-4	102
COc1ccc(OC)c(S(=O)(=O)N2CCC(C(=O)NC3CCCCCC3)CC2)c1	1	0	-13	-0.4	-4	3	-6	23	117
COc1cc(/C=C/C(=O)c2ccc(Cl)s2)cc(OC)c1O	5	-1	13	2.7	-1	11	-3	9	89
COc1cccc(C2(O)CCN(C(=O)C(C)C)CC2)c1	-12	-2	-7	-1.9	-1	-3	1	5	88
CCOC(=O)N/N=C/C(Cl)=C/c1ccccc1	13	1	-1	1.4	-5	0	2	-10	99
CN1C(=S)SC(/[N+]([O-])=C\c2ccc(Cl)cc2)C1(C)C (configuration not stated)	-2	2	-6	-1.7	-8	-5	3	-12	97
COCC(=O)NNC(=O)Cc1ccc(Cl)cc1	-4	-9	3	0.1	0	-1	0	3	87
O=C(COC(=O)Cc1ccc(Cl)cc1)Nc1ccc(OC(F)F)cc1	-6	-1	-5	3.2	3	2	-8	-5	113

Assay outcomes (PubChem)
